Bioassay records: PubChem BioAssay, Broad Institute
CASP6 VEID inh = blocks human caspase-6 cleavage activity; actives 0.53% (n = 350,000); AID 686996; purified caspase-6, Z-VEID-R110 cleavage fluorescence; inhibition, % at 12.5 µM; P55212;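 active = mean inhibition across replicates at least about 35%, with every replicate also reaching that limit, limit read from the data; inconclusive = only one of the two criteria met; inactive = neither criterion met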;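 also: 0% = median of neutral control wells and 100% = no fluorescence left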
Target sequence (P55212 24-179 limits assumed): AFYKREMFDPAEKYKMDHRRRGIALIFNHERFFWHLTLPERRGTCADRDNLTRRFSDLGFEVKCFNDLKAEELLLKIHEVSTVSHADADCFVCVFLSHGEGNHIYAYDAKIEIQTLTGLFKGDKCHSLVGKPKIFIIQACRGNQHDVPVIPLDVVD
Target sequence (P55212 194-293 limits assumed): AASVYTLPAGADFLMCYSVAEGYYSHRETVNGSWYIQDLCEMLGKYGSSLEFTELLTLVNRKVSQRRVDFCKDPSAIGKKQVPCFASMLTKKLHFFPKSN
FN deposit inh = fibronectin deposition inhibition; inhibition, % at 12.6 µM; AH1F fibroblasts, Alexa488-fibronectin deposition fluorescence, overnight; actives 0.086% (n = 350,000);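 active = mean inhibition across replicates of 30% or more, regardless of how many single replicates reach that level; inconclusive = mean under 30% yet at least half of replicates reach 30%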;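 also: positive control wells lacked labelled fibronectin entirely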
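test system = AH1F fibroblasts assembling fluorescent fibronectin matrix | quantity = 10000 AH1F cells per well | buffer or medium = DMEM plus 2% serum, read in PBS | doses = single dose, pinned | incubation = 1 h cell attachment, overnight exposure to compound and label | detection = fluorescence at 485 nm excitation, 525 nm emission | read-out basis = inhibition from reduced deposited-fibronectin fluorescence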
miR122 inh = miR-122 inhibition in Huh7 cells | Huh7 miR-122 Renilla luciferase sensor, 48 h; neutral wells = 0, positive control = 100 | activation (reporter increase), % at 12.5 µM | actives 0.3% (n = 340,000);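 active = mean replicate activation score at least 90 and every replicate individually at or above 90; inconclusive = only one of the two criteria met; inactive = neither criterion met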;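 also: higher luciferase means less miR-122 activity so hits act as miR-122 inhibitors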
LGR2 inh = inhibitors of bursicon-induced Drosophila LGR2 receptor cAMP signaling. HEK293 LGR2, CRE-luciferase, bursicon-stimulated, 4 h. inhibition, % at 9.99 µM. actives 0.35% (n = 380,000);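 active = drop in luminescence signal, shown as inhibition above about 50% in the replicate tests, limit read from the data, passing the limit was not always enough; inconclusive = probably only some replicates passing the limit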;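 also: agonist challenge used bursicon conditioned medium at about half maximal strength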
Cneo AK release = causes C. neoformans cell lysis; adenylate kinase release luminescence, 4 h; normalised: neutral wells 0, clomiphene wells 100; lysis activity, % at 15 µM; actives 0.2% (n = 360,000);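 active = mean lysis activity across replicates of at least 80%, whatever share of replicates individually reach that level; inactive = mean lysis activity below 80%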
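Schedule: static 4 h at 37 °C with compound, 1 h detection; system: C. neoformans cells; benchmarks: Clomiphene as positive control; buffer or medium: fresh YPD medium; measure: luminescence rise reflecting yeast cell lysis; measured by: luminescent adenylate kinase detection reagent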
PAX8 reporter = inhibitors of PAX8 transcriptional activity in RMG-I cells; RMG-I TPO-luciferase reporter, SteadyGlo, 24 h; inhibition, % at 12.6 µM; actives 1.2% (n = 360,000);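 active = mean replicate inhibition at least 60% with every replicate also reaching 60%; inconclusive = only one of the two criteria is met; inactive = mean below 60% and not all replicates reaching 60%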;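 also: luciferase light reporting Pax8 driven TPO promoter activity; plate controls were median of neutral control wells for no effect and mitoxantrone controls for full effect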
EWS-Fli inh = blocks EWS/Fli oncoprotein-driven transcription. A673 NR0B1-luciferase reporter, viability-normalised. inhibition, % at 12.6 µM. actives 0.67% (n = 350,000);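 active = mean inhibition of at least 50% after viability correction, with every replicate also passing that limit; inconclusive = mean reaches 50% but only one of two replicates passes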;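 also: firefly luciferase signal divided by Alamar Blue viability fluorescence both relative to DMSO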
PGC1a acetyl inh = modulators of PGC1a acetylation; U2OS PGC1a acetylation, AlphaScreen anti-acetyl-lysine; with virally co-expressed GCN5 acetyltransferase; actives 0.17% (n = 350,000); inhibition, % at 15.6 µM;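 active = every replicate shows inhibition of at least 40%; inconclusive = mean inhibition at least 40% but some replicate below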;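 also: 0% = neutral control wells and 100% = positive control wells; some results beyond the cut were filed as inactive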
The depositor's hits bear a star; ? = inconclusive; · = no result given; & = joins results of further samples; [ ] = another dose, or the depositor's remark.

SMILES	CASP6 VEID inh	FN deposit inh	miR122 inh	LGR2 inh	Cneo AK release	PAX8 reporter	EWS-Fli inh	PGC1a acetyl inh
COc1ccc2c3c(n(C)c2c1)[C@@H](CO)N(C(C)=O)CC31CN(Cc2ccc(Cl)cc2)C1	-2	2	·	-4	·	·	0	1
CN1C(=O)c2cc(NC(=O)c3cscn3)ccc2OC[C@H]2O[C@@H](CC(=O)N3CCCCC3)CC[C@H]21	1	2	1[16.7 µM]	4	1	-5	-9	5
O=C(CC1C(=O)NCCN1CC1CCCCC1)NCCc1ccc(F)cc1 (stereo unspecified)	-6	-6	·	-17	·	-11	-8	·
CC(C)c1ccc(NC(=O)CCc2ccccc2)cc1	-1	-3	·	-41	3	-44	-25	·
C[C@H]1CCCCO[C@H](CN(C)C(=O)Nc2ccc3c(c2)OCO3)[C@@H](C)CN([C@@H](C)CO)C(=O)c2cc(NC(=O)Nc3ccc(C(F)(F)F)cc3)ccc2O1	1	5	-8[16.7 µM]	3	2	·	-1	-16
O=C(CCc1ccc(S(=O)(=O)N2CCOCC2)cc1)N/N=C/c1cccc(O)c1	-1	8	-7	0	·	8	8	-3
O=C(C[C@@H]1CC[C@H](NC(=O)C2CCC2)[C@@H](CO)O1)NC1CCCCC1	-5	-5	·	-1	2	·	-6	6
Cc1ccn2cc(-c3cccc(S(=O)(=O)N4CCCC4)c3)nc2c1	2	-4	-6	-16	-3	-40	·	1
CCCCn1c(N)c(N(CC(C)C)C(=O)C2CC(=O)N(c3ccc(C)cc3)C2)c(=O)[nH]c1=O (stereo unspecified)	3	-2	·	3	·	8	3	·
C[C@@H]1CCCCO[C@H](CN(C)C(=O)c2ccccc2)[C@H](C)CN([C@@H](C)CO)C(=O)c2cc(NS(=O)(=O)c3ccc(Cl)cc3)ccc2O1	1	6	0[16.7 µM]	7	-1	-3	-9	-4
CC1(NC(=O)CCS(=O)(=O)c2ccc(Cl)cc2)CCS(=O)(=O)C1 (stereo unspecified)	-2	7	-1	19	-1	-5	0	2
C[C@@H]1CN([C@@H](C)CO)S(=O)(=O)c2ccc(-c3cncnc3)cc2O[C@H]1CN(C)C(=O)c1cccc(F)c1	-1	·	0[16.7 µM]	5	0	-21	-4	-30
Cc1ccc(S(=O)(=O)N(C)C[C@H]2Oc3ccc(NS(=O)(=O)c4ccc(Cl)cc4)cc3CC(=O)N([C@@H](C)CO)C[C@H]2C)cc1	2	·	-8[16.7 µM]	-13	1	7	9	4
C[C@@H]1CN([C@@H](C)CO)C(=O)Cc2cc(NC(=O)c3ccncc3)ccc2O[C@@H]1CN(C)Cc1ccc(Oc2ccccc2)cc1	10	·	-8[16.7 µM]	2	5	14	15	-8
NS(=O)(=O)c1cccc(NC(=O)CSc2nc3ccccc3n2-c2ccccc2)c1	6	·	·	7	·	24	3	1
CCCOc1ccccc1C(=O)N(Cc1cccs1)C1CCS(=O)(=O)C1 (stereo unspecified)	·	·	0	-1	0	·	·	2
Cc1ccc(CN(Cc2ccco2)C(=S)Nc2ccccc2C)cc1	-4	5	2	-7	·	-1	-2	-26
C[C@@H]1CN([C@H](C)CO)C(=O)c2cc(NC(=O)Cc3ccccc3)ccc2O[C@@H]1CN(C)Cc1ccc(Cl)c(Cl)c1	-1	·	-5[16.7 µM]	-7	2	·	-3	-12
CCOC(=O)c1ccc(NC(=O)CSc2nc(NC(=O)c3ccccc3)c3c(C)c(C)oc3n2)cc1	·	-9	-7	·	-1	·	·	-2
N#Cc1ccc(Oc2nc(Nc3ccc(F)cc3)nc(N3CCCC3)n2)cc1	·	10	7	·	0	·	·	4
O=c1cc(Cl)c(-c2ccccc2)n[nH]1	·	-2	-6	·	-1	6	·	4
Cc1ccc(NC(=O)COC(=O)CCC(=O)c2cccs2)c(C)c1	4	3	-2	-15	1	-5	1	1
O=C(O)CC1COc2ccccc2N1S(=O)(=O)c1ccc(Br)cc1 (stereo unspecified)	1	5	0	-11	0	2	0	24
C[C@H](CO)N1C[C@H](C)[C@@H](CN(C)Cc2ccc(Oc3ccccc3)cc2)Oc2c(NS(C)(=O)=O)cccc2C1=O	-4	·	55[16.7 µM]	·	2	0	-2	2
COC(=O)C1C(=O)C(C(=O)c2ccc([N+](=O)[O-])cc2)C(=O)CC1(C)C (stereo unspecified)	3	8	-1	5	0	-16	0	-5

The closing 3 records of the section before come first, to join the parts:
SMILES	CASP6 VEID inh	FN deposit inh	miR122 inh	LGR2 inh	Cneo AK release	PAX8 reporter	EWS-Fli inh	PGC1a acetyl inh
O=C(O)CC1COc2ccccc2N1S(=O)(=O)c1ccc(Br)cc1 (stereo unspecified)	1	5	0	-11	0	2	0	24
C[C@H](CO)N1C[C@H](C)[C@@H](CN(C)Cc2ccc(Oc3ccccc3)cc2)Oc2c(NS(C)(=O)=O)cccc2C1=O	-4	·	55[16.7 µM]	·	2	0	-2	2
COC(=O)C1C(=O)C(C(=O)c2ccc([N+](=O)[O-])cc2)C(=O)CC1(C)C (stereo unspecified)	3	8	-1	5	0	-16	0	-5
CO[C@H]1CN(C)C(=O)c2cc(NC(C)=O)ccc2OC[C@@H](C)N(CCC(F)(F)F)C[C@@H]1C	·	-4	23[16.7 µM]	11	3	·	4	-5
O=C1NC(Cc2ccccc2)C(=O)N1CC(=O)N1CCCc2ccccc21 (stereo unspecified)	3	-8	-7	18	-1	-5	3	-5
CC(=O)N1c2ccc(S(=O)(=O)NCc3ccccc3Cl)cc2CC1C (stereo unspecified)	-1	1	56	-8	0	-3	3	3
Cc1ccc(Cn2c(C(C)Nc3nc(-c4ccc(Cl)cc4)cs3)nc3cc(C(=O)NCCCO)ccc32)cc1 (stereo unspecified)	11	7	2	6	-6	28	-38	5
CN(C)C(CNC(=O)/C=C/c1cccc(Cl)c1)c1ccccc1 (stereo unspecified)	3	1	·	-28	·	8	-11	·
C[C@@H]1CN([C@H](C)CO)C(=O)c2cc(NC(=O)NC3CCCCC3)ccc2O[C@H]1CN(C)Cc1ccc(C(=O)O)cc1	-1	·	7[16.7 µM]	6	7	-22	-159	-2
CCOc1ccc(NC(=O)CN(C)C(=O)c2ccncc2)cc1OCC	4	14	-4	4	0	5	23	·
Cc1ccc(F)c(S(=O)(=O)NC(=O)C2(C)CCN2C(=O)CCC2CCCC2)c1 (stereo unspecified)	1	8	·	6	8	-15	0	·
CCN(CC)CCNC1=CC(=O)OC12CCCCC2	·	·	-4	22	-2	·	·	0
O=C(CSC1=Nc2ccccc2C2=NC(CC(=O)N3CCN(c4ccccc4)CC3)C(=O)N12)NCC1CCCO1 (stereo unspecified)	2	-4	-5	·	·	9	-6	-1
O=C(Cn1cnc2ccccc2c1=O)NCc1ccco1	·	·	3	10	0	·	·	10
O=C(Nc1ccccc1[N+](=O)[O-])c1cncc(Br)c1	-2	-12	·	11	·	17	-4	·
COc1cc(CN2CC(=O)N(c3ccc(C)cc3)C2=S)cc(OC)c1OC	0	2	·	9	·	35	5	·
COc1ccc(CCN2CC(C(=O)NC3CCOCC3)CCC2=O)cc1 (stereo unspecified)	-1	4	0	1	7	7	·	-1
O=C(C[C@@H]1CC[C@@H]2[C@H](COC[C@H](O)CN2Cc2ccncc2)O1)NCc1ccncc1	1	0	5[16.7 µM]	1	0	-11	9	2
C[C@H](CO)N1C[C@H](C)[C@@H](CN(C)C(=O)Nc2cccc3ccccc23)Oc2ccc(NS(=O)(=O)c3ccc(Cl)cc3)cc2C1=O	1	-8	-9[16.7 µM]	-7	2	28	5	1
CCCCn1nnnc1C(C1CC1)N1CCN(C/C=C/c2ccccc2)CC1 (stereo unspecified)	-1	18	1	16	13	-9	10	12
Nc1nc(Br)c2c(F)cccc2c1-c1ccccc1	·	-1	-5	-14	-3	·	·	-10
Cc1ccc(N2CC(C(=O)Nc3nnc(SCC(=O)N4CCOCC4)s3)CC2=O)cc1 (stereo unspecified)	4	·	-3	7	3	-11	·	·
CC(=O)Nc1ccc(S(=O)(=O)N2c3ccc(F)cc3CCC2C)cc1 (stereo unspecified)	4	7	12	2	0	18	?	-3
CC(=O)N[C@H]1C=C[C@H](CC(=O)NCc2ccc(Cl)cc2)O[C@H]1CO	3	·	·	5	2	-5	0	-1
COC(=O)[C@]12CCCCC=C1N(Cc1ccc3c(c1)OCO3)C(=O)[C@H](CC(=O)NCc1cccc3ccccc13)C2	-6	-3	·	25	·	17	4	·
Cc1c(C(=O)NCCN2CCOCC2)oc2ccc(Br)cc12	-3	2	-2	-8	-1	·	-34	0
CC(=O)NCCc1nc2cc(NC(=O)c3ccccc3C)ccc2n1C	0	2	-1	0	1	-11	-10	-10
Cc1c(NC(=O)/C(C#N)=C/c2ccc(-c3cccc(Cl)c3)o2)c(=O)n(-c2ccccc2)n1C	·	2	-11	-1	·	1	·	-5

Additional results follow:
SMILES	CASP6 VEID inh	FN deposit inh	miR122 inh	LGR2 inh	Cneo AK release	PAX8 reporter	EWS-Fli inh	PGC1a acetyl inh
COc1ccccc1NS(=O)(=O)/C=C/c1ccccc1	2	0	51	-9	-1	40	1	-12
C[C@H](CO)N1C[C@H](C)[C@@H](CN(C)Cc2ccc(Oc3ccccc3)cc2)Oc2c(NC(=O)C3CC3)cccc2C1=O	-6&0	-8	82[16.7 µM]	-3&-9	-2&0	15	4&11	-25&-41
COc1ccc(NC(=O)COC(=O)CCNS(=O)(=O)c2ccccc2)cc1OC	-1	0	-5	-2	-4	-18	-3	4
O=c1[nH]c(CSc2nnc(-c3cccnc3)n2C2CCCCC2)nc2ccccc12	·	-5	5	18	9	·	·	-2
CCN(CC)CC(=O)Nc1cc(N(C)C)nc2ccccc12	-2	4	4	0	1	22	4	0
COC(=O)[C@]12C[C@H](CC(=O)NCC3CCCCC3)C(=O)N(Cc3ccc4c(c3)OCO4)C1=C[C@H](COCc1ccccc1)O[C@@H]2C	1	6	·	38	·	-1	-6	·
O=C(NC(c1ccc(-c2ccccc2)cc1)c1cnccn1)C1CCN(CCCOc2ccccc2)CC1 (stereo unspecified)	-6	-7	-13	1	-3	36	37	·
CCOC(=O)C(=O)N1CCC(C(=O)OC)CC1	0	2	·	27	·	17	-1	0
COc1ccc(S(=O)(=O)N2CCN(C)CC2)cc1C	-1	-3	0	-5	4	-4	4	-5
Cc1cc(N/N=C/c2ccncc2)c([N+](=O)[O-])cc1[N+](=O)[O-]	-7	1	·	1	2	14	5	-3
COc1ccc2[nH]c3c(=O)n(CCCCC(=O)N4CCCC4)c(=S)[nH]c3c2c1	0	·	-6	-22	0	·	·	1
N#CCCN(C(=O)COC(=O)C1CCN(S(=O)(=O)c2cccs2)CC1)c1ccccc1	3	·	·	-5	·	6	8	0
Cc1ccc(-n2[nH]c(C)c(C=Nc3ccc(S(=O)(=O)Nc4nc(C)cc(C)n4)cc3)c2=O)c(C)c1	-2	2	·	·	·	10	6	·
Cc1cc(=O)[nH]c(SCC(=O)Nc2ccc(Br)cc2)c1C#N	·	-9	-5	·	-14	-26	·	-3
COc1ccc(-c2cn3ccccc3n2)cc1[N+](=O)[O-]	-2	-12	·	-62	·	-248	-117	·
Cc1ccc(NC(=O)COC(=O)COc2cccc3c2OC(C)(C)C3)cc1C	1	·	·	0	1	-5	·	·
c1ccc(CCc2nc3ccccc3[nH]2)cc1	1	-1	3	-37	-1	-130	-54	13
Cc1ccc(C(=O)Nc2cccc(C(F)(F)F)c2)cc1NC(=O)c1c[nH]c2cc(C(F)(F)F)ccc2c1=O	0	2	6	-1	2	10	-4	22
